# Rac1 act GTP bind – alters GTP binding to activated mutant human Rac1. hit rate 0.11% among 190,000. AID 764. GST-Rac1 activated beads, fluorescent GTP binding, flow cytometry; actives lie on both sides; 100% means binding = to untreated wells. percent activity (GTP binding), % at 10 µM;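 active = GTP binding at least 20 percentage points away from the 100% baseline, in either direction, so actives lie on both sides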
# Mcl1-Bid inh – disrupts binding of human Mcl-1 to Bid peptide; Q07820; TR-FRET Mcl-1/Bid-Dy647 peptide binding, 1536-well; inhibition, % at 21.7 µM; hit rate 0.97% among 220,000;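 active = compounds that cut the binding signal by more than half at the single screening dose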;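 also: His-tagged Mcl-1 with europium anti-His antibody binding Bid BH3 peptide; 0% = Mcl-1 plus peptide wells and 100% = peptide-only wells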
# Target sequence (Q07820 whole entry, looked up): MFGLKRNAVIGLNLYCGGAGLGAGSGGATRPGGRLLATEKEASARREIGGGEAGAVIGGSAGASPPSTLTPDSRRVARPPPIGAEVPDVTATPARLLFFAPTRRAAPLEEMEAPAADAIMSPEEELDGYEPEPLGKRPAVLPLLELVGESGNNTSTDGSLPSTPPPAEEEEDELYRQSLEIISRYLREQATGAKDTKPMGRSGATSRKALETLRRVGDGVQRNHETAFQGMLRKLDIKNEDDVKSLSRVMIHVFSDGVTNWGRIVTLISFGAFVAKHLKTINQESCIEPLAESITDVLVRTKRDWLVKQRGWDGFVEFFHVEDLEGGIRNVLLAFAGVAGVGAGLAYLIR
# HRas wt GTP – modulators of GTP binding to human HRas wildtype | P01112 | GST-Ras wt beads, Bodipy-FL-GTP binding, flow cytometry; actives lie on both sides | GTP binding activity, % at 10 µM | hit rate 0.14% among 190,000 | AID 759;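 active = GTP binding activity at least 20% away from the 100% baseline, either lowered as inhibitor or raised as activator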;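 also: 0% = unlabeled GTP competition control and 100% = no-compound control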
# Target sequence (P01112 whole entry, looked up): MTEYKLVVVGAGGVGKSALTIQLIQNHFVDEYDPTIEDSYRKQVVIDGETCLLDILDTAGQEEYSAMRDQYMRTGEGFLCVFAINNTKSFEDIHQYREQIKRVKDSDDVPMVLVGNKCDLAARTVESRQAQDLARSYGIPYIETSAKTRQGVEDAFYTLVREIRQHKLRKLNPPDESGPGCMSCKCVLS
# Rac1 wt modul – human Rac1 wildtype GTP binding, inhibitors and activators; GST-Rac1 beads, fluorescent GTP binding, flow cytometry; actives lie on both sides; 0 = cold GTP competed, 100 = untreated; GTP binding activity (% of control), % at 10 µM; hit rate 0.27% among 190,000; P63000;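 active = GTP binding activity at least 20 points away from the 100% control level, either lower or higher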
# Cdc42 wt – human Cdc42 wildtype GTP binding change, either direction; GST-Cdc42 beads, Bodipy-GTP binding, flow cytometry; actives lie on both sides; P60953; hit rate 0.2% among 190,000; percent activity (GTP binding), % at 10 µM;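 active = percent activity GTP binding at least 20 points away from the 100% baseline, either down as inhibitor or up as activator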;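 also: median bead fluorescence of bound Bodipy-FL-GTP at 100 nM; 0% = excess unlabeled GTP control and 100% = no compound control; below 100% means less GTP binding so inhibitor and above means activator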
# Target sequence (P60953 whole entry, looked up): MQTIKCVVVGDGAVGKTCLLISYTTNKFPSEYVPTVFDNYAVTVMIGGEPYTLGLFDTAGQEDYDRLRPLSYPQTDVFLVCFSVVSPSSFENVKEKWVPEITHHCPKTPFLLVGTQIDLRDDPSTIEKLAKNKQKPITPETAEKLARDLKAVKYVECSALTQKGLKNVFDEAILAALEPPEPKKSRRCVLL
# Mcl-1 Bim block – human Bim-Mcl-1 interaction inhibition; Bead-based flow cytometry, Bim peptide-Mcl-1 binding; inhibition, % at 10 µM; hit rate 0.1% among 190,000; AID 1009; in the data active = inhibition above about 40%;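 also: 0% = no compound tracer wells and 100% = peptide blocker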
# Rab7 wt modul – alters GTP binding to wildtype dog Rab7. GTP binding activity (percent of control), % at 10 µM. AID 758. GST-Rab7 beads, fluorescent GTP binding, flow cytometry; actives lie on both sides; untreated = 100%, excess cold GTP = 0%. hit rate 0.055% among 190,000;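 active = fluorescent GTP binding to Rab7 beads changed by at least 20 points from the 100% baseline, either direction, mostly lower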;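 also: median green fluorescence of bound Bodipy-FL-GTP per Rab7 bead population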
# Pf gametocyte – P. falciparum stage V gametocyte viability inhibition; inhibition, % at 10.9 µM; hit rate 0.065% among 150,000; AID 743093; P. falciparum stage V gametocytes, ATP luminescence, 24 h;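 active = inhibition above the mean plus 3 SD of compounds within the control limits, set per campaign, cut at about 38% in these data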;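 also: 0% = DMSO wells and 100% = medium only without gametocytes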
# RGS8-Gao – human RGS8-Galphao interaction regulation. multiplexed bead flow cytometry, RGS8-Galphao binding; actives lie on both sides. response (percent of control binding), % at 10 µM. hit rate 0.34% among 220,000; in the data active = response below about 60% or above about 140%; inactive = in between;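 also: Galphao activated as the GDP aluminium fluoride complex binding bead-coupled RGS8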
# Mcl1 Noxa PPI – Mcl-1/Noxa interaction inhibition. Q07820. TR-FRET Mcl-1/Noxa peptide binding, 2 h. inhibition, % at 21.7 µM. hit rate 1.5% among 220,000. AID 1022;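 active = compounds that cut the protein-peptide binding signal by more than 50% relative to plate controls in a single-dose test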;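 also: His-tagged Mcl-1 with rhodamine Noxa BH3 peptide and terbium anti-His antibody; 0% = Mcl-1 plus Noxa peptide wells and 100% = peptide-only wells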
# Rab2A wt mod – changes GTP binding to wildtype dog Rab2A, up or down | hit rate 0.19% among 190,000 | P61105 | GST-Rab2 wt beads, Bodipy-GTP binding, flow cytometry | AID 760 | GTP binding activity, % at 10 µM;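 active = GTP binding activity at least 20 points away from 100%, either lowered or raised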;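 also: 0% = beads with excess unlabeled GTP and 100% = no-compound control corrected for plate trend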
# * hit, by the source's call; . = not tested or not shown.
# Start of the listing, in advance, two compounds:
SMILES,Rac1 act GTP bind,Mcl1-Bid inh,HRas wt GTP,Rac1 wt modul,Cdc42 wt,Mcl-1 Bim block,Rab7 wt modul,Pf gametocyte,RGS8-Gao,Mcl1 Noxa PPI,Rab2A wt mod
CC(=C/c1ccccc1)/C=N/n1c(-c2ccco2)n[nH]c1=S,95,-17,95,97,97,-2,95,7,101,11,95
FC(F)(F)c1cccc(Cc2noc(CN3C[C@@H]4CCC[C@H]3C4)n2)c1,99,-19,97,100,99,-8,94,.,103,-10,99

# This part in full (from the top)
SMILES,Rac1 act GTP bind,Mcl1-Bid inh,HRas wt GTP,Rac1 wt modul,Cdc42 wt,Mcl-1 Bim block,Rab7 wt modul,Pf gametocyte,RGS8-Gao,Mcl1 Noxa PPI,Rab2A wt mod
CC(=C/c1ccccc1)/C=N/n1c(-c2ccco2)n[nH]c1=S,95,-17,95,97,97,-2,95,7,101,11,95
FC(F)(F)c1cccc(Cc2noc(CN3C[C@@H]4CCC[C@H]3C4)n2)c1,99,-19,97,100,99,-8,94,.,103,-10,99
CN(CC(=O)NCc1ccncc1)S(=O)(=O)c1ccc2ccccc2c1,97,-2,96,99,97,-4,98,16,101,6,97
O=C(c1ccco1)N1CCN(Cc2cccc([N+](=O)[O-])c2)CC1,94,17,98,95,96,0,104,5,101,7,100
C=CCNC(=O)C1CCN(S(=O)(=O)c2ccccc2)CC1,99,-27,98,99,103,0,95,3,100,12,98
Nc1ccc2c(C(F)(F)F)cc(=O)oc2c1,96,-16,98,100,97,2,101,.,99,-1,100
CC1CCCCC1NC(=O)C1CCN(S(=O)(=O)N2CCOCC2)CC1 (stereo not given),95,-12,101,100,99,2,101,.,102,8,102
CCOC(=O)c1c(C)[nH]c(C)c1C(=O)CSc1nc2ccccc2c(=O)n1-c1ccc(CC)cc1,102,-11,101,103,101,-5,100,15,103,10,99
CC(=O)Nc1ccc(NC(=O)C(C)OC(=O)C2CC3C=CC2C3)cc1 (stereo not given),99,-66,100,103,103,-3,100,4,103,-8,98
C/C(=N\NC(=O)c1c[nH]c2ccccc12)c1ccco1,97,-26,97,96,98,2,97,.,102,19,95
O=C(c1ccco1)n1nc(-c2cccnc2)nc1NCc1ccco1,95,5,98,98,97,-1,98,-4,102,9,98
N#Cc1c(NC(=O)CSc2nc(N)cc(=O)[nH]2)sc2c1CCCC2,92,-6,92,92,92,-4,96,2,96,32,94

# The closing three entries of the section above are carried over, then new ones follow:
SMILES,Rac1 act GTP bind,Mcl1-Bid inh,HRas wt GTP,Rac1 wt modul,Cdc42 wt,Mcl-1 Bim block,Rab7 wt modul,Pf gametocyte,RGS8-Gao,Mcl1 Noxa PPI,Rab2A wt mod
C/C(=N\NC(=O)c1c[nH]c2ccccc12)c1ccco1,97,-26,97,96,98,2,97,.,102,19,95
O=C(c1ccco1)n1nc(-c2cccnc2)nc1NCc1ccco1,95,5,98,98,97,-1,98,-4,102,9,98
N#Cc1c(NC(=O)CSc2nc(N)cc(=O)[nH]2)sc2c1CCCC2,92,-6,92,92,92,-4,96,2,96,32,94
NC(=O)CSc1nnc(-c2cccs2)n1-c1ccccc1,93,-4,95,96,93,1,95,.,103,22,95
C=CCN(CC=C)S(=O)(=O)c1ncn[nH]1,100,-33,101,106,99,0,97,-5,102,8,101
CC1=NN(C(=O)c2ccc(C)cc2)C(O)(C(F)(F)OC(F)(F)F)C1 (stereo not given),98,5,99,99,100,-1,96,-84,100,-19,99
COc1ccc2c(=O)c3c(=O)n(Cc4ccco4)c(-c4ccco4)nc3oc2c1,95,-3,93,94,97,0,95,-19,99,70*,93
Cc1ccnc(NS(=O)(=O)c2ccc(NS(=O)(=O)c3ccccc3)cc2)n1,100,-1,100,102,99,-3,95,.,100,21,100
O=S(=O)(c1cccc2nsnc12)N1CCCC1,98,-20,101,102,104,0,96,-37,102,9,98
CN1CCN(C(=O)/C(=C\c2cccs2)NC(=O)c2ccco2)CC1,102,-12,104,105,101,-6,101,.,102,4,104
CCCCC(CCCC)=N/N=C/c1c(O)n(CC)c2cc(C3=NNC(=O)CC3)ccc12,94,-11,98,96,97,0,96,16,.,13,92
CC(=O)Nc1nc(-c2ccc(Cl)cc2)nc(C)c1C(C)=O,98,-13,98,100,100,-1,99,-16,96,20,99
C=CCOc1c2ccc(C(=O)NCCc3ccc(C)cc3)cc2nn1C,99,-13,101,100,102,-1,96,-5,98,11,102
N#CC1=C2N=C(N)c3c(sc4c3CCCCC4)N2C2=C(C(=O)CCC2)C1c1ccccc1 (stereo not given),93,-193,95,97,94,-1,96,.,99,-31,93
NC(=O)c1ccc(-c2ccc(Br)cc2)o1,100,2,102,106,104,-2,100,-2,100,4,100
Cc1ccc(CNC(=O)CCC2CCCN(Cc3c(C)nn(C(C)C)c3C)C2)o1 (stereo not given),94,-36,95,97,96,-3,97,25,106,5,97
CCOC(=O)N1CCN(C(=O)c2ccc(C)c(S(=O)(=O)Nc3cccc(C)c3C)c2)CC1,103,-9,103,109,106,-5,102,6,102,-12,103
O=C(COC(=O)COc1ccc(Nc2ccccc2)cc1)NCc1ccco1,95,-31,101,103,96,-2,101,.,100,25,98
CCOc1ccc(C2Oc3nc(SC)nnc3-c3ccccc3N2C(C)=O)cc1OC (stereo not given),96,-16,98,103,101,0,98,.,99,-29,98
Cc1ccc(N2C(=O)CC2(C#N)c2ccc(OCc3ccccc3)cc2)cc1 (stereo not given),96,4,96,98,94,-2,99,-3,101,5,96
CCOC(=O)c1cnc2ccc(C)cc2c1OCc1cc(F)cc(F)c1,100,-8,102,103,100,0,101,.,104,-9,100
CCOC(=O)c1cn(-c2ccccc2CO)c2c(F)c(F)c(F)cc2c1=O,98,-26,97,101,97,0,93,4,105,2,98
C=CCn1c(=S)[nH]c2sccc2c1=O,91,-51,92,90,93,0,100,9,77,41,95
COc1cc2c(cc1OC)C(=S)NC(C)(C)C2,100,-29,103,103,104,-1,100,.,100,-13,103
CSc1nnc(-c2ccccc2)n1C,102,-17,105,110,102,-2,102,.,97,-1,103
CCc1ccc(-c2cn3c(n2)SCC3)cc1,96,-27,94,96,94,0,93,.,103,32,95
O=C(O)c1ccc(Sc2nnc(-c3cccc(Br)c3)o2)c([N+](=O)[O-])c1,97,15,98,102,99,0,95,5,103,19,95
Cc1ccccc1Nc1nc(N)nc(COC(=O)c2cccc(S(=O)(=O)N(C)C)c2)n1,100,-8,100,103,102,-2,102,13,114,7,98
COc1ccccc1NC(=O)C1=C(C)Nc2nnnn2C1c1ccccn1 (stereo not given),99,-3,101,105,103,1,98,.,100,16,99
Cc1cc(C)n(CCNC(=O)CC2C(=O)NCCN2Cc2ccc(C)o2)n1 (stereo not given),95,-29,96,100,101,-2,98,17,96,13,96
Cc1ccc(C(=O)N2CCN(Cc3ccc4c(c3)OCO4)CC2)cc1[N+](=O)[O-],92,-33,94,94,97,0,107,7,103,-6,100
CCn1nc(C(=O)OCC(=O)c2cc(C)n(Cc3cccs3)c2C)c2ccccc2c1=O,74*,-15,83,78*,77*,-1,82,14,103,16,76*
O=C(Nc1cccnc1)c1ccco1,100,-15,103,109,107,9,101,.,101,-10,102
CCCOc1ccc(-c2nc(OC)c3ccccc3n2)cc1,92,-13,97,96,93,1,96,-6,106,0,95
C=CCNc1sc(C(=O)c2ccc(C)cc2)c(N)c1C#N,100,-14,101,108,103,0,103,-6,103,7,102
Cc1nc(CC(=O)N2CCN(c3cccc(C)c3C)CC2)cs1,99,-24,101,104,99,-1,103,-6,100,10,101
COc1cccc(NC(=O)CSC2=C(C#N)C(c3ccco3)C3=C(CCCC3=O)N2)c1 (stereo not given),99,-10,102,104,103,-1,100,.,104,11,102
N#Cc1cnn2c(-c3ccccc3)ccnc12,91,-6,98,95,97,3,95,.,102,14,93
COc1ccc2nc(C)cc(N3CC(C)OC(C)C3)c2c1 (stereo not given),99,-27,100,99,101,0,97,-35,102,-9,100

# Part of the list above in another layout:
SMILES | Rac1 act GTP bind | Mcl1-Bid inh | HRas wt GTP | Rac1 wt modul | Cdc42 wt | Mcl-1 Bim block | Rab7 wt modul | Pf gametocyte | RGS8-Gao | Mcl1 Noxa PPI | Rab2A wt mod
Cc1nc(CC(=O)N2CCN(c3cccc(C)c3C)CC2)cs1 | 99 | -24 | 101 | 104 | 99 | -1 | 103 | -6 | 100 | 10 | 101
COc1cccc(NC(=O)CSC2=C(C#N)C(c3ccco3)C3=C(CCCC3=O)N2)c1 (stereo not given) | 99 | -10 | 102 | 104 | 103 | -1 | 100 | . | 104 | 11 | 102

# Additional compounds follow.
SMILES,Rac1 act GTP bind,Mcl1-Bid inh,HRas wt GTP,Rac1 wt modul,Cdc42 wt,Mcl-1 Bim block,Rab7 wt modul,Pf gametocyte,RGS8-Gao,Mcl1 Noxa PPI,Rab2A wt mod
CCOc1ccc(-n2cc(-c3ccccc3)c3c(=O)[nH]cnc32)cc1,100,-31,99,109,101,-5,98,.,105,13,100
CCN(Cc1ccccc1)Cc1cc(OC)cc(OC)c1,100,-37,104,100,104,1,101,-21,105,-11,105
Cc1cccc(C)c1NC(=O)CSCc1cccc(CSCC(=O)Nc2c(C)cccc2C)n1,104,-28,106,110,105,-4,101,.,101,12,103
COc1ccc(-n2cnc3cc(N)ccc32)cc1,92,-38,93,96,94,1,91,.,105,19,93
CCOC(=O)c1c(N)sc2c1CCS(=O)(=O)C2,99,-76,103,101,102,-1,105,.,100,15,105
CCN(CC)CC(=O)N(CC(=O)Nc1c(C)cc(C)cc1C)C1CCCCC1,99,-13,101,107,105,-6,98,4,100,3,101
CC(C)(C)OC(=O)NNC(=O)Nc1ccccc1C(F)(F)F,94,0,96,100,98,-1,95,3,100,6,96
COc1ccc(CC(=O)NCCC(C)C)cc1S(=O)(=O)N1CCOCC1,95,-3,94,98,97,-1,98,-13,95,-6,99
O=C(CSc1nnc(Cc2cccs2)n1C1CCCCC1)N1CCN(C(=O)c2ccco2)CC1,100,-60,101,103,103,2,99,.,98,-7,100

# Single values from above.
# Result of O=C(CSc1nnc(Cc2cccs2)n1C1CCCCC1)N1CCN(C(=O)c2ccco2)CC1 under Rac1 wt modul: 103
# Result of CCOC(=O)c1c(C)[nH]c(C)c1C(=O)CSc1nc2ccccc2c(=O)n1-c1ccc(CC)cc1 under Rac1 act GTP bind: 102
# Result of Cc1ccc(N2C(=O)CC2(C#N)c2ccc(OCc3ccccc3)cc2)cc1 (stereo not given) under HRas wt GTP: 96
# Result of COc1cccc(NC(=O)CSC2=C(C#N)C(c3ccco3)C3=C(CCCC3=O)N2)c1 (stereo not given) under Rac1 wt modul: 104

# Source: PubChem BioAssay
